High-throughput results deposited in PubChem by several laboratories.
SIAH1 antagonists: Siah-1 peptide-binding antagonists, primary screen, biochemical, fluorescence polarization, rhodamine-plectin, uHTS (AID 1817) | Siah-1 / rhodamine-plectin peptide fluorescence polarization; higher % means a stronger effect | one-dose displacement, % at 20 µM; IC50 in µM for titrated hits | 290,000 tested, 0.02% active;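 active = displacement of at least 50% at 20 µM, with a fluorescence ratio check between 0.3 and a set limit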;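 note: plate controls were Siah plus tracer with DMSO for no effect and tracer alone without Siah for full effect; strong numbers were not always called active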
M17LAP inhibition: P. falciparum M17LAP inhibitors, primary screen, biochemical, fluorogenic H-Leu-NHMec substrate, 1536-well (AID 1619) | Leucine aminopeptidase (Plasmodium falciparum (isolate 3D7)) | recombinant M17LAP, H-Leu-NHMec fluorogenic kinetic assay; higher % means a stronger effect | inhibition, % at 30 µM; hits with a dose series show IC50 in µM | 220,000 tested, 0.38% active;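 active = compound inhibiting the enzyme by more than half at any dose during confirmatory dose-response retesting; inconclusive = strong single-dose inhibitors picked by rank but not retested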;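 note: plate controls were full reaction with DMSO carrier for no effect and no enzyme background for full effect; strong numbers were not always called active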
Salmonella PhoP GFP: inhibitors of PhoP regulon expression, primary screen, Salmonella Typhimurium, GFP reporter (AID 1863) | one-dose inhibition, % at 50 µM; IC50 in µM for titrated hits | 300,000 tested, 0.16% active | S. Typhimurium PhoP-regulated promoter GFP reporter, 4 h; higher % means a stronger effect;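 active = inhibition over 29.93%, a cutoff 3 SD above the screen mean, later confirmed by dose response; inconclusive = inhibition over 29.93% but no dose response follow-up; inactive = inhibition at most 29.93% or unconfirmed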;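 note: 0% = low Mg2+ inducing control and 100% = high Mg2+ repressing control; strong numbers were not always called active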
West Nile antiviral: West Nile virus antiviral activity, cell-based, CPE readout (AID 1621) | 290,000 tested, 0.02% active | West Nile virus-infected cells, CPE inhibition; higher % means a stronger effect | one-dose CPE inhibition, % at 10 µM; IC50 in µM for titrated hits; in the data active = a potency from the dose series; inconclusive = CPE inhibition mostly from about 3.7% at the one dose, without a potency; inactive = the rest, 99 in 100 with CPE inhibition below about 2.2%; note: strong numbers were not always called active
M1AAP inhibition: P. falciparum M1AAP inhibitors, biochemical, fluorogenic H-Leu-NHMec substrate, 1536-well (AID 1445). Aminopeptidase N (Plasmodium falciparum (isolate 3D7)). recombinant M1AAP, H-Leu-NHMec fluorogenic kinetic assay; higher % means a stronger effect. 220,000 tested, 0.42% active. inhibition, % at 30 µM, or IC50 in µM where a hit was titrated;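 active = primary inhibition above the hit cutoff, then over 50% inhibition at one or more dose response concentrations, cut at about 23% in these data, passing the limit was not always enough; inconclusive = conflicting primary data, or primary hits not chosen for dose response; inactive = low primary inhibition, or under 50% at every dose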;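 note: plate controls were DMSO full reaction for no effect and no enzyme background for full effect; strong numbers were not always called active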
XIAP antagonists: XIAP antagonists, biochemical, IAP family, fluorescence polarization (AID 1018); E3 ubiquitin-protein ligase XIAP (Homo sapiens); XIAP BIR domain, fluorescence polarization peptide displacement; higher % means a stronger effect; displacement, % at 20 µM; hits with a dose series show IC50 in µM; 200,000 tested, 0.007% active; in the data active = displacement above about 50%; note: a part of the inactive calls stands beside numbers as strong as those of hits
ER stress rescue: rescue of cells from ER stress-induced death, primary screen, 384-well, CSM14.1, thapsigargin, ATP luminescence (AID 1222). 190,000 tested, under 10 active. cellular ATP content (survival), % at 20 µM, or EC50 in µM where a hit was titrated. CSM14.1 thapsigargin-induced death rescue, ATP luminescence; higher % means a stronger effect;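 active = EC50 below 50 µM in the dose-response confirmation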;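 note: death triggered by thapsigargin at about 15 µM added after 2 h compound pretreatment; cell ATP read after overnight thapsigargin exposure of roughly 18 to 22 hours; normalized against plate controls of thapsigargin alone and 5% DMSO vehicle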
human PMI inhibitors: human PMI inhibitors, high substrate, primary screen, biochemical, fluorescence intensity, high mannose 6-phosphate (AID 1220). inhibition, % at 20 µM, or IC50 in µM where a hit was titrated. recombinant PMI enzyme, coupled fluorescence intensity; higher % means a stronger effect. 190,000 tested, 0.66% active; in the data active = inhibition above about 50%
Yfh1-depleted yeast: enhancers of respiration in Yfh1-depleted yeast, dose response, Friedreich's ataxia, plus single-dose screen (AID 1465) | S. cerevisiae Yfh1-off respiration, WST-1 reduction, 72 h; higher fold induction means a stronger effect | 220,000 tested, 0.074% active | fold induction at 50 µM; hits with a dose series show EC50 in µM;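 active = fold induction of absorbance versus untreated yeast above a set limit, then at least 30% activation at any dose in follow-up; inconclusive = repeats straddling the limit, or above it without dose testing; inactive = fold induction below the set limit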;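 note: activators that raise dye reduction in frataxin-depleted yeast; strong numbers were not always called active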
* hit, by the source's call; i = inactive; ? = inconclusive; . = no result given. This is a random part of the collection, and some 1.6% of all compounds hit somewhere here.

compound,Salmonella PhoP GFP,SIAH1 antagonists,Yfh1-depleted yeast,West Nile antiviral,XIAP antagonists,M1AAP inhibition,M17LAP inhibition,ER stress rescue,human PMI inhibitors
CSc1nsc(SCCN2C(=O)c3ccccc3C2=O)n1,0%,-2%,i,-0.2%,23%,1%,5%,-2.8%,2%
COc1cc(OC)cc(C(=O)N[C@H](C(=O)Nc2cccc(S(=O)(=O)N3CCCC3)c2)C(C)C)c1,3%,-9%,i,0.2%,.,-2%,0%,.,.
Cc1ccccc1NC(=O)c1cccc2nccnc12,24%,-2%,i,0.9%,0.2%,4%,10%,0.8%,3%
O=C(CN(Cc1cccs1)C(=O)CNS(=O)(=O)c1ccc(Cl)cc1)NCC1CCCO1 (stereo unspecified),-2%,-6%,i,-0.7%,-11%,0%,-8%,-0.3%,0%
O=C(O)CSc1nc2c(c(C(F)(F)F)n1)CCc1ccccc1-2,-7%,0%,i,0.2%,-5.7%,5%,4%,-0.7%,20%
CCOC(=O)C1=C(C)Nc2ccccc2N=C1NC(=O)c1cccc(S(=O)(=O)NCc2ccccc2)c1,-6%,2%,i,-0.3%,-2.3%,3%,-6%,-2.1%,-16%
CCN(CC)C(=O)c1[nH]cnc1C(=O)Nc1ccc(OC)cc1,-5%,7%,i,-0.1%,.,-5%,6%,.,.
CCNc1ccccc1C(=O)O,-4%,6%,i,-0.2%,.,2%,-42%,.,.
CCSc1nc2c(sc3nc(C)cc(C)c32)c(=O)[nH]1,0%,4%,.,.,-0.6%,5%,-1%,-2.3%,-4%
C[C@@H](CN1C2=NC[C@H](C)N2C[C@H]1Cc1ccc(O)cc1)NC(=O)CCC1CCCCC1,-3%,1%,i,0.5%,-5.3%,1%,5%,-2.0%,-6%
COc1cc(CNCc2cccs2)ccc1OCC(N)=O,1%,3%,i,-0.4%,-3.2%,-2%,-4%,0.0%,5%
O=C(CC1C(=O)NCCN1Cc1c(F)cccc1Cl)NCCC1=CCCCC1 (stereo unspecified),2%,6%,i,0.2%,-3.1%,3%,9%,-1.7%,4%
C/C(=N\NC(=O)C(C)n1nc(C)c([N+](=O)[O-])c1C)c1ccccc1O (stereo unspecified),5%,-3%,i,0.0%,1.5%,-1%,26%,0.0%,-5%
Nc1ccc(C(=O)Nc2nc3ccccc3s2)cc1,-18%,5%,i,1.0%,0.0%,9%,8%,.,15%
O=C(Nc1ccc(Cl)cc1)NC1CCCCNC1=O (stereo unspecified),-4%,0%,i,-0.3%,.,9%,1%,.,.
C=CCn1c(C)cc(C(=O)COc2nncc3ccccc23)c1C,16%,-1%,i,0.2%,-1.1%,20%,-14%,0.1%,7%
CCCNC(=O)OC[C@H]1O[C@H](CCO/N=C/[C@@H](OC)[C@H](C)/C=C/CC(=O)OC)C=C[C@@H]1Oc1ccc(OC)cc1,-7%,1%,.,.,-9.5%,-2%,-7%,-2.3%,4%
CC(=O)N1CCN(CC(=O)c2ccc(Br)cc2)CC1,-13%,-1%,i,0.0%,-7.8%,11%,56%,-0.6%,-144%
Cc1ccc(Sc2ccc(C(=O)NC(C)C)cc2[N+](=O)[O-])cc1,-9%,2%,i,1.9%,-4.3%,0%,0%,-1.0%,-9%
CCc1sc(C(=O)Nc2ccc(F)cc2C)cc1C,3%,1%,i,-0.8%,-6.0%,-1%,-6%,0.3%,0%

Next records
compound,Salmonella PhoP GFP,SIAH1 antagonists,Yfh1-depleted yeast,West Nile antiviral,XIAP antagonists,M1AAP inhibition,M17LAP inhibition,ER stress rescue,human PMI inhibitors
Cc1ccc(S(=O)(=O)N2CCN(C(=O)CC(C)(C)C)CC2)cc1,-5%,-1%,i,-0.8%,-3.3%,4%,-6%,1.9%,-8%
CC(=O)Nc1ccc(NC(=O)C2c3ccccc3Oc3ccccc32)cc1,-3%,-4%,i,-0.4%,-15%,0%,8%,-1.8%,-9%
O=[N+]([O-])c1cc(Cl)cc(/C=N\Nc2ccccn2)c1O,-3%,-4%,i,?,-5.2%,10%,-6%,-1.9%,-11%
c1ccc(-n2c(SCC3CCCCO3)nnc2-c2cccs2)cc1 (stereo unspecified),10%,2%,i,-0.4%,-3.1%,1%,-1%,-1.1%,4%
NC(=O)CN1CCN(c2nc(-c3ccc(F)cc3)cs2)CC1,11%,1%,i,0.0%,-3.2%,-2%,-2%,2.2%,5%
CCN(C(=O)COC(=O)C(Cc1ccccc1)N1C(=O)c2ccccc2C1=O)C1CCS(=O)(=O)C1 (stereo unspecified),5%,0%,i,0.0%,-9.6%,4%,-2%,.,19%
COc1ccc(-c2cc(C(F)(F)F)nc(N)n2)cc1,-1%,-3%,i,-0.4%,-4.7%,2%,-17%,-0.1%,7%
CC1(NC(=S)NCCO)CCS(=O)(=O)C1 (stereo unspecified),-10%,5%,i,0.1%,-5.7%,7%,10%,-0.8%,0%
O=C(OCCN=C1NS(=O)(=O)c2ccccc21)C1CC(=O)N(c2ccc3ccccc3c2)C1 (stereo unspecified),-11%,-4%,i,-0.3%,-4.0%,2%,-3%,3.2%,-3%
N#CCC(=O)N/N=C/c1ccc(SCC(=O)Nc2ccccc2)o1,-7%,0%,i,0.1%,-3.4%,8%,6%,1.2%,-17%
COc1ccc(OCCOCCN2CCc3ccccc3C2)cc1,11%,5%,i,-0.5%,-4.4%,-2%,4%,2.0%,-6%
COc1ccc(Cl)cc1NC(=O)CN1c2ccccc2CC1C (stereo unspecified),-5%,10%,i,-0.9%,-6.6%,1%,2%,11%,13%
Cc1ccc2[nH]c(=O)c(CN(CC3COCCO3)C(=O)Nc3ccccc3F)cc2c1 (stereo unspecified),0%,20%,i,0.0%,-5.1%,15%,-2%,1.3%,2%
CC(C)(C)n1nnnc1C(c1ccc(C#N)cc1)N1CCCC2(CCCCC2)C1 (stereo unspecified),-1%,1%,i,-0.2%,-3.0%,-1%,-17%,-1.7%,4%
CCOc1ccccc1CNC(=O)Cn1c(=O)oc2ccccc21,11%,-4%,i,2.2%,-1.0%,-7%,8%,0.4%,-4%
C/C(=N\NC(=O)C1CC1)c1ccc(N2CCOCC2)cc1,0%,3%,i,0.1%,-6.1%,-1%,17%,0.0%,3%
Cc1c(NC(=O)CN2C(=O)c3ccccc3S2(=O)=O)c(=O)n(-c2ccccc2)n1C,-3%,-4%,i,0.7%,11%,-1%,16%,-1.6%,-3%
CCN(CC(=O)NCc1cccs1)C(=O)c1ccccc1Cl,5%,-3%,i,0.0%,-2.3%,0%,-4%,-0.5%,8%
COc1ccccc1OCCOCCOc1ccccc1Cl,18%,0%,i,-1.6%,-6.0%,-12%,-1%,-0.2%,6%
CCOc1ccc(NS(=O)(=O)c2cc(NC(=O)c3ccc(C)cc3)ccc2Cl)cc1,-2%,2%,i,1.4%,-27%,0%,-3%,-4.6%,21%

More entries:
compound,Salmonella PhoP GFP,SIAH1 antagonists,Yfh1-depleted yeast,West Nile antiviral,XIAP antagonists,M1AAP inhibition,M17LAP inhibition,ER stress rescue,human PMI inhibitors
COC(=O)CCC(=O)Nc1cccc2c(NC(=O)CCC(=O)OC)cccc12,6%,-6%,i,0.2%,1.0%,1%,3%,-3.2%,-2%
c1ccc(CSc2nnnn2-c2ccccc2)cc1,10%,2%,i,0.2%,-2.6%,9%,0%,-0.4%,5%
Cc1ccc(S(=O)(=O)c2c(N)n(/N=C/c3ccco3)c3nc4ccccc4nc23)cc1,3%,-6%,i,-0.3%,-16%,10%,-12%,-1.8%,16%
CC1C(=O)NN=C1C(=O)N/N=C/c1cccs1 (stereo unspecified),-5%,-3%,i,-0.1%,-5.5%,12%,42%,-1.7%,1%
CCOC(=O)C1CCCN(C(=O)C2CC(=O)N(c3ccc(C)cc3)C2)C1 (stereo unspecified),3%,-1%,i,0.0%,-0.3%,-2%,-1%,-1.3%,8%
CC(C)c1ccc(/C=C/C(=O)Nc2nn[nH]n2)cc1,-19%,43%,i,0.4%,-3.1%,-1%,-2%,0.7%,-6%
COc1ccc(N)c2c1OCCC2=O,11%,-2%,i,0.1%,-3.8%,5%,-5%,3.6%,60%*
CCCCOc1cccc(-c2cc(C(=O)NNC(=S)NCC)c3ccccc3n2)c1,-6%,-6%,?,-0.2%,-2.3%,-3%,12%,-1.7%,-14%
COc1ccc(N(CC(=O)NCc2ccc(Cl)cc2)S(=O)(=O)c2ccccc2[N+](=O)[O-])c(OC)c1,7%,-2%,i,-1.4%,-6.5%,-4%,-7%,10%,17%
Cc1ccc(-n2c(SCC(=O)N/N=C/c3ccccc3OCC(=O)O)nc3ccccc3c2=O)cc1,1%,9%,i,0.0%,.,?,-3%,.,.
COc1ccc(C2(CCN)CC(C)N(C)CC2C)cc1 (stereo unspecified),-11%,-5%,i,0.1%,-1.3%,7%,1%,-0.3%,-15%
S=c1[nH]nc(Nc2ccc(Cl)cc2)s1,-5%,-8%,i,0.1%,.,0%,12%,.,.
COc1ccc(CCNC(=O)c2ccc(CS(=O)(=O)c3ccc(Br)cc3)o2)cc1OC,0%,6%,i,-1.6%,-1.9%,-1%,-5%,-0.9%,-3%
O=Cc1ccc(-c2ccc(F)cc2)o1,-3%,10%,i,0.1%,-6.4%,12%,1%,.,-2%
O=C(c1ccc(Cl)c(Cl)c1)N1CCC(=O)N(C(COCc2cccc(C(F)(F)F)c2)Cc2ccccc2)CC1 (stereo unspecified),-1%,-5%,i,-1.4%,-3.0%,1%,11%,0.9%,-5%
CCC1CCCCN1CCNC(=O)CNS(=O)(=O)c1ccc2nc(C)sc2c1 (stereo unspecified),0%,2%,i,0.6%,-1.7%,9%,4%,0.9%,6%
COc1cccc(NC(=O)CNC(C)CCC(C)C)c1 (stereo unspecified),8%,-2%,i,0.0%,-3.0%,3%,8%,-1.6%,2%
Cc1nc2ccc(NC(=O)c3ccc(Cl)c([N+](=O)[O-])c3)cc2s1,-1%,1%,i,-1.1%,-11%,0%,0%,-1.6%,-6%
COc1ccccc1OCC(=O)NN=C(Cc1ccccc1)Cc1ccccc1,-10%,-11%,i,-0.7%,-5.6%,4%,-3%,-1.1%,7%
CCOc1ccnc(OCC)c1Br,7%,-4%,i,-0.3%,-1.9%,0%,3%,-0.1%,-2%
CC(=O)Nc1cccc(S(N)(=O)=O)c1C,-5%,35%,i,0.3%,.,0%,2%,.,.
